STAT1 blocker – reduces IFN-gamma driven STAT1 reporter signal; NIH 3T3 STAT1-luciferase reporter, luminescence; AID 920; hit rate 0.35% among 200,000; inhibition, % at 5.5 µM;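 active means inhibition above a set limit, the mean inhibition across all tested compounds plus 3 SD, cut at about 34% in these data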;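 further: 0% = IFN-gamma with DMSO and 100% = IFN-gamma with 300 µM nifuroxazide; values of inactives mirror those of a sister screen read the other way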
APP 5UTR inh – APP translation inhibition; SH-SY5Y APP 5'UTR-luciferase reporter, luminescence; inhibition, % at 2 µM; hit rate 0.82% among 190,000; AID 1285;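 active means inhibition above a set limit, derived from the sample mean plus 3 SD, cut at about 45% in these data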; further: values of inactives mirror those of a sister screen read the other way
STAT1 activator – activators of IFN-gamma induced STAT1 signaling; NIH 3T3 STAT1-luciferase reporter, luminescence; 100% = IFN-gamma alone, no compound; activation (% of control), % at 5.5 µM; hit rate 2.6% among 200,000;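 active means activation above the screen-wide mean activation plus 3 SD, cut at about 130% in these data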;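 further: raw ratio to IFN-gamma control signal so 100% means no change and 0% no light; values of inactives mirror those of a sister screen read the other way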
STAT3 act – activators of IL-6 induced STAT3 signaling. U3A cells, IL-6 STAT3-luciferase reporter, luminescence; 100% = signal with IL-6 EC80 alone. activation (% of control), % at 5.6 µM. hit rate 0.91% among 190,000;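 active means activation above the screen-wide mean of compound activation plus 3 SD, cut at about 130% in these data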;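 further: 0% = background luminescence of wells with medium and substrate only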
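Test system: Human STAT1-deficient U3A cells with stable STAT3-luciferase reporter | Also added: Interleukin-6, 33 ng/mL | Timing: Compound pre-incubation 1 h before IL-6, then 6 h stimulation at 37 °C | Technique: Luciferase reporter luminescence | Read-out: Percent of IL-6-only median luminescence | Benchmarks: IL-6-only wells as 100% reference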
APP 5'UTR act – APP 5'UTR luciferase reporter activation; hit rate 1% among 190,000; SH-SY5Y APP 5'UTR luciferase reporter, luminescence; zero percent = DMSO vehicle wells; AID 1276; activation, % at 2 µM;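 active means activation above a set limit, based on mean plus 3 SD of controls, cut at about 140% in these data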; further: values of inactives mirror those of a sister screen read the other way
RAM network inh – yeast RAM network inhibition; S. cerevisiae dse1pr::URA3 reporter, 5-FOA growth OD615, 2 d; analog-sensitive cbk1-as2 kinase mutant strain; inhibition, % at 50 µM; hit rate 1.8% among 190,000;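 active means inhibition above a set limit, 3 SD over mean compound inhibition, cut at about 8.4% in these data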;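 further: 0% = DMSO-only wells with no growth and 100% = 10 µM 1-NA-PP1 full growth; inhibition rescues growth on 5-FOA so higher OD means more RAM inhibition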
Hsp70 activator – Hsp70 transcriptional activation, primary screen; HeLa Hsp70 promoter luciferase reporter, luminescence; scaled: vehicle 0, proteasome-inhibitor control 100%; activation, % at 10 µM; hit rate 0.04% among 200,000; AID 1203;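 active means activation above the mean across all tested compounds plus 3 SD, cutoff set per campaign, cut at about 5.5% in these data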;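 further: 100% = MG132 at 30 µM as the positive control and 0% = DMSO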
STAT3 inh – STAT3 signaling inhibition; U3A cells, IL-6 STAT3-luciferase reporter, luminescence; host cell line lacks STAT1; hit rate 0.89% among 190,000; inhibition, % at 5.5 µM; AID 862;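 active means inhibition above the mean inhibition across all screened compounds plus 3 SD, cut at about 44% in these data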;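 further: 0% = DMSO only wells and 100% = 100 µM nifuroxazide control wells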
NF-kB expr up – compounds increasing NF-kB expression in human neuronal cells | AID 1239 | fold change at 12.5 µM | NF-kB reporter expression; stronger effect = higher value | hit rate 1.6% among 190,000; in the data active means fold change above about 3.3
FLuc inhib CS – counter-screen for luciferase assay inhibitors: firefly luciferase inhibition; P08659; ATPLite firefly luciferase biochemical luminescence, 10 min; inhibition, % at 10 µM; hit rate 1.5% among 200,000;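 active means inhibition above about 50% when tested at 10 µM, limit read from the data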
Target sequence (P08659 whole entry, looked up): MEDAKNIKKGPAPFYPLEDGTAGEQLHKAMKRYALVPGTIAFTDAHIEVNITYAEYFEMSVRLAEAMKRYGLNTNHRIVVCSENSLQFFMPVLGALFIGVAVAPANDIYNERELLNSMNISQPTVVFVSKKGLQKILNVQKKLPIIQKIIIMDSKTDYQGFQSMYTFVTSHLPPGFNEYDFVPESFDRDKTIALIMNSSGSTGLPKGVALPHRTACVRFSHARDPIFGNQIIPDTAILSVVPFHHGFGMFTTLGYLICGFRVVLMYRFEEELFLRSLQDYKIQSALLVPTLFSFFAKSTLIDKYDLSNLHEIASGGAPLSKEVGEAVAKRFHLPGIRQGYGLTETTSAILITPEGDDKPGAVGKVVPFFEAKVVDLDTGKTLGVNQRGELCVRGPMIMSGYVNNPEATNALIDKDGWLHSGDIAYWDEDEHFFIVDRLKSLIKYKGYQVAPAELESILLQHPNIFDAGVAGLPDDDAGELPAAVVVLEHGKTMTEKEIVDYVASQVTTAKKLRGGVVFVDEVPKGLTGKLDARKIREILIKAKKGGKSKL
The depositor's hits bear a star; & = joins results of further samples.

SMILES	STAT1 blocker	APP 5UTR inh	STAT1 activator	STAT3 act	APP 5'UTR act	RAM network inh	Hsp70 activator	STAT3 inh	NF-kB expr up	FLuc inhib CS
CC(=O)Nc1nc(C)nc(-c2ccccc2OC(C)=O)n1	-7.9	3.8	106.2	97.1	-3.8	0.6	-0.1	6.5	1.26	-0.4
COc1ccccc1C(=O)NNC(=O)c1ccc(NC(=O)CC(C)C)cc1	-2.9	1.2	101.8	114.2	-1.2	1.5	-0.1	-3.2	0.98	-4.9
O=C(NCCn1cc(SCC(=O)N2CCOCC2)c2ccccc21)c1c(F)cccc1F	8.0	-7.0	93.0	101.8	7.0	3.6	1.5	0.2	0.87	-8.0
OCCNCc1cc(Br)ccc1OCc1ccccc1	8.0	6.9	92.8	94.5	-6.9	-1.0	-0.5	11.3	1.12	-4.6
CCOC(=O)C1=C2c3ccc4ccccc4c3CC(C)(C)N2C(=O)C1=O	4.0	-8.0	96.5	97.8	8.0	1.8	-0.4	6.4	1.13	-1.2
COc1cccc(-c2cc(C(F)(F)F)nc(-n3cccn3)n2)c1	-4.7	-4.0	104.3	82.5	4.0	-0.2	-0.2	24.0	0.72	-0.1
COC(=O)c1ccc(NC2=C(Cl)C(=O)OC2OC(=O)c2ccccc2)cc1 (stereo not drawn)	3.0	-11.2	96.8	106.1	11.2	3.8	-0.4	-5.1	0.93	0.6
CC(C)(Oc1ccc(CCNC(=O)c2ccc(-c3ccc(Cl)cc3)o2)cc1)C(=O)O	-13.0	2.8	109.9	103.2	-2.8	3.9	-0.1	5.2	0.94	17.6
COC(=O)c1c(-c2ccccc2)noc1C	-5.7	1.7	105.2	94.9	-1.7	2.8	0.2	11.5	1.13	-6.9
Cn1c(SCC(=O)NC(C)(C)C)nnc1-c1ccc(C(C)(C)C)cc1	11.4	-26.2	89.9	89.3	26.2	-0.9	-0.3	18.6	0.68	-6.2
Cc1ccc(-c2noc(CCC(=O)N3CCN(c4cccc(C(F)(F)F)c4)CC3)n2)cc1	12.7	-2.1	89.3	96.2	2.1	11.9*	-0.1	8.9	0.76	-9.6
O=C(Nc1cccc2ccccc12)/C(=C/c1ccc([N+](=O)[O-])cc1)NC(=O)c1ccccc1	-6.7	7.6	106.0	105.4	-7.6	1.5	0.0	-5.4	0.74	-3.6
CCN1CCN(Cc2nc3c(c(=O)n(C)c(=O)n3C)n2Cc2cccc3ccccc23)CC1	-2.2	-0.9	107.4	99.4	0.9	2.4	-0.3	2.9	3.15	-5.0
O=C(CN1C(=O)c2ccccc2S1(=O)=O)N1CCN(Cc2ccc3c(c2)OCO3)CC1	-1.8	6.5	101.7	96.7	-6.5	3.0	-0.2	6.9	1	5.1
CC(C)NC(=S)N1CCN(C/C=C/c2ccccc2)CC1	0.9	-25.6	97.9	96.5	25.6	1.7	0.1	11.8	1.11	-5.9
COc1ccc(/C=N/NC(=O)CSCc2ccc([N+](=O)[O-])cc2)cc1OC	-0.8	-1.8	100.7	98.5	1.8	0.3	-0.3	0.9	1.1	-1.2
COc1ccc(-c2nnn(CC(=O)N(CCN3CCOCC3)C(C(=O)NC3CCCCC3)c3ccco3)n2)cc1 (stereo not drawn)	2.2	1.6	96.4	102.2	-1.6	-0.5	-0.1	1.9	1.08	-3.3
CCn1nc(C(=O)OCC(=O)N2CCc3ccccc32)c2ccccc2c1=O	10.5	-2.3	90.4	95.8	2.3	1.1	-0.3	10.5	0.9	-3.8
Cn1c(C(O)c2ccc3c(c2)OCO3)nc2ccccc21 (stereo not drawn)	2.0	9.8	98.1	94.7	-9.8	2.9	-0.1	10.5	1.23	-6.4
N/C(Cc1cccs1)=N\OC(=O)COc1ccccc1	-7.3	-12.5	106.8	95.2	12.5	-1.4	-0.1	12.2	1.5	-7.1

Compound profiles, as listed above. Screens in order: STAT1 blocker	APP 5UTR inh	STAT1 activator	STAT3 act	APP 5'UTR act	RAM network inh	Hsp70 activator	STAT3 inh	NF-kB expr up	FLuc inhib CS
`Cc1ccc(-c2noc(CCC(=O)N3CCN(c4cccc(C(F)(F)F)c4)CC3)n2)cc1` in the list: 12.7	-2.1	89.3	96.2	2.1	11.9*	-0.1	8.9	0.76	-9.6
`CC(C)NC(=S)N1CCN(C/C=C/c2ccccc2)CC1` in the list: 0.9	-25.6	97.9	96.5	25.6	1.7	0.1	11.8	1.11	-5.9
`O=C(NCCn1cc(SCC(=O)N2CCOCC2)c2ccccc21)c1c(F)cccc1F` in the list: 8.0	-7.0	93.0	101.8	7.0	3.6	1.5	0.2	0.87	-8.0

New compounds follow
SMILES	STAT1 blocker	APP 5UTR inh	STAT1 activator	STAT3 act	APP 5'UTR act	RAM network inh	Hsp70 activator	STAT3 inh	NF-kB expr up	FLuc inhib CS
CSc1nc2ccc(NC(=O)C3CC(=O)N(Cc4ccccc4)C3)cc2s1 (stereo not drawn)	-0.9	-2.4	100.8	112.4	2.4	5.1	-0.5	-10.1	1.02	-3.1
COc1ccc(/C=N/NS(=O)(=O)c2ccccc2)cc1OS(=O)(=O)c1ccccc1	2.4	9.8	97.8	101.7	-9.8	0.6	-0.1	3.9	0.91	-4.2
O=C(NCCCn1ccnc1)c1ccncc1	-0.1	12.7	97.9	97.9	-12.7	1.1	0.1	3.9	1.23	6.3
CCOC(=O)N1CCC(NC(=O)CSc2cc(=O)n(C)c3ccccc23)CC1	5.1	-1.3	95.3	98.2	1.3	0.0	0.0	5.6	1.12	-2.8
CCCC(=O)C1=C(O)C(C(=O)OC)C(C)(C)CC1=NC(C)(C)C (stereo not drawn)	-7.1	-17.9	106.5	109.7	17.9	1.7	-0.1	-10.2	0.99	-1.5
Oc1ccc(Cl)cc1C1=NNC(c2cc(Br)cc3c2OCOC3)C1 (stereo not drawn)	-6.6	-11.2	104.5	91.1	11.2	2.0	-0.1	12.7	1.26	-3.3
Cc1cccc(-n2c(Cc3cc(=O)[nH]c(=O)[nH]3)nnc2SCC(=O)Nc2cccc(C(F)(F)F)c2)c1	3.8	1.6	95.4	101.3	-1.6	0.0	0.1	2.0	1.55	-1.9
O=[N+]([O-])c1ccc(COc2ncnc3ccccc23)cc1	-2.5	-14.4	100.9	108.2	14.4	-0.4	-0.1	-8.4	0.88	-3.3
O=C(CCNC(=O)Cn1ccc2ccccc2c1=O)NCCN1CCN(c2cccc(Cl)c2)CC1	1.9	-0.1	98.2	82.4	0.1	-0.3	-0.4	24.7	0.87	-4.0
COc1ccc(-n2c(=S)[nH]c3cc(C(=O)NCc4ccco4)ccc3c2=O)cc1OC	-5.2&6.7	7.1&-11.1	104.7&93.9	96.2&97.8	-7.1&11.1	5.8&4.8	0.1&-0.2	9.6&2.5	1.03&0.95	-12.0&-3.1
COc1ccccc1N(C(=O)c1snc(C(N)=O)c1N)C(C(=O)NC1CCCC1)c1ccco1 (stereo not drawn)	-2.6	4.1	102.4	100.5	-4.1	1.6	-0.2	4.3	0.86	-6.9
O=C(c1ccc(F)cc1)N1CCC(n2nnc3ccccc32)CC1	0.2	-3.6	98.7	102.8	3.6	1.2	-0.4	0.2	1.12	-1.9
COc1cc(C(=O)n2nc(C)cc2C)cc(OC)c1OC	11.2	3.5	90.0	91.5	-3.5	0.9	-0.2	16.0	1.07	-8.7
C=CCN(c1ccc(C(=O)NCCc2ccccc2)cc1)S(C)(=O)=O	-5.9	-28.7	105.4	105.5	28.7	2.0	-0.2	-0.6	1.4	0.6
C=CCN1C(=O)CN=C1Nc1ccc(OC)cc1OC	-13.1	-3.5	112.0	105.4	3.5	0.0	-0.5	-2.7	1.17	-2.6
COCCN1Cc2cccc(C(=O)Nc3ccc4c(c3)OCCO4)c2C1=O	-3.5	-3.8	103.2	82.7	3.8	6.5	0.1	28.5	0.5	8.4
COc1ccc(CCNC2=NCCS2)cc1	1.9	-6.2	97.1	100.6	6.2	1.3	2.1	5.6	1.05	-8.6
CC(C)CCNc1ncnc2c1nnn2Cc1ccccc1Cl	-5.8	14.7	106.8	91.1	-14.7	6.6	-0.2	15.0	1.14	-1.1
C=C(C)COc1ccc(-c2nc(N)ncc2Oc2ccccc2OC)c(O)c1	1.5	-15.0	98.6	109.0	15.0	3.0	0.0	-7.6	0.93	-2.6
CCOC(=O)CNS(=O)(=O)c1ccc2c3c(cccc13)C(=O)N2CC	8.9	16.6	89.7	101.9	-16.6	0.8	-0.2	-0.8	1.32	-3.1
COc1ccc2cc(/C=C/C(=O)c3ccco3)c(Cl)nc2c1	-12.8	-41.1	111.8	108.5	41.1	1.6	-0.4	-10.0	2.56	6.9
Cn1c(NC(=O)C(C)(C)Oc2ccc(Cl)cc2)cc(=O)n(C)c1=O	5.7	-34.7	95.6	96.2	34.7	-1.1	-0.2	4.8	0.98	-5.2
CC(C)Oc1ccc(C(=O)Nc2ccc(NC(=O)c3ccco3)c(Cl)c2)cc1	-15.5	-32.9	114.1	87.0	32.9	4.6	0.1	19.0	1.1	21.9
C=CCNC(=S)NNC(=O)c1cccc2ccccc12	-0.1	-2.2	100.1	95.0	2.2	0.3	-0.3	11.7	1.14	2.7
O=C(CSC(=S)N1CCOCC1)N1N=CCC1c1ccccc1 (stereo not drawn)	-5.6	9.8	105.2	105.8	-9.8	-0.1	-0.2	-0.5	1.18	-1.3
COc1ccc(CNC(=O)C2CCN(S(=O)(=O)c3cc(OC)ccc3OC)CC2)cc1	3.6	-1.5	96.7	95.7	1.5	0.9	-0.2	7.9	1.02	-4.3
O=C(Nn1c(SCc2cccc([N+](=O)[O-])c2)nc2ccccc2c1=O)c1ccccc1	-56.0	-119.2	149.5*	120.6	119.1	4.7	0.0	-18.2	0.96	1.8
O=C(NCC1CCCO1)c1ccc2nc(N3CCCCC3)sc2c1 (stereo not drawn)	-30.7	-47.8	129.7*	116.3	47.8	1.1	0.0	-19.8	2.34	10.6
COCCCNC(=O)CC(NS(=O)(=O)c1ccc(Cl)cc1)c1ccc(OC)cc1 (stereo not drawn)	1.0	-6.2	99.1	93.2	6.2	-1.1	-0.3	13.3	0.92	-5.1
COc1ccc(CCNC(=O)C(=O)Nc2ccc3c(c2)OCO3)cc1OC	-11.7	1.4	110.3	104.0	-1.4	3.9	0.2	-2.7	1.09	-7.1
O=C(CC(=O)c1ccccc1)Nc1ccc2c(c1)OCCO2	-64.0	-129.3	158.6*	105.2	129.3	-0.9	0.1	-0.4	3.93*	41.5
OC1CCN(Cc2cccc(Oc3ccccc3)c2)CC1	8.4	-6.8	92.7	105.3	6.8	0.1	-0.3	0.4	1.23	-8.7
CNc1ccc(OC(F)F)cc1C(=O)c1ccccc1	-2.7	6.8	103.7	111.1	-6.8	-1.2	-0.3	-6.2	0.91	-7.6
Cc1ccc(-c2csc3nc[nH]c(=S)c23)cc1	-0.5	4.1	102.7	100.3	-4.1	0.4	-0.2	-2.9	0.94	1.7
Cc1cccnc1NC(=O)Nc1ccc(F)cc1	-39.4	2.2	136.1*	99.2	-2.2	1.0	-0.2	3.5	2.02	5.2
Cc1ccc(-n2cnnn2)c(S(=O)(=O)N2CCOCC2)c1	-8.1	-1.6	107.5	106.1	1.6	0.6	-0.4	-3.5	1.09	1.2
C[n+]1cc[nH]c1SCC(=O)c1ccc(Cl)cc1	-29.3	9.2	123.7	104.4	-9.2	0.9	-0.1	-0.4	1.95	3.8
COc1ccc2cc3cc(C(=O)Nc4ccc5c(c4)OCCO5)oc3nc2c1	-6.0	0.9	105.5	74.2	-0.9	3.6	-0.3	32.8	0.94	1.2
